PglD inh: blocks C. jejuni PglD acetyltransferase activity; purified PglD enzyme, DTNB colorimetric CoA detection; inhibition, % at 12.5 µM; 0.098% of 360,000 active; AID 602405; in the data active means inhibition above about 16%, passing the limit was not always enough; inconclusive means no clear call, values can overlap the other calls; further: strong numbers were not always called active
ERAP1 HTS inh: ERAP1 (human) enzyme inhibition | Q9NZ08 | recombinant ERAP1, Leu-AMC fluorescence, 60 min | inhibition, % at 10.7 µM | 0.15% of 340,000 active | AID 652197;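 active means mean replicate inhibition of at least 30%, or all replicates individually reaching that 30% level; inactive means mean below 30% and not every replicate reaching it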;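 further: 0% = neutral control wells and 100% = L-leucinethiol positive control wells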
Target sequence (Q9NZ08 whole entry, looked up): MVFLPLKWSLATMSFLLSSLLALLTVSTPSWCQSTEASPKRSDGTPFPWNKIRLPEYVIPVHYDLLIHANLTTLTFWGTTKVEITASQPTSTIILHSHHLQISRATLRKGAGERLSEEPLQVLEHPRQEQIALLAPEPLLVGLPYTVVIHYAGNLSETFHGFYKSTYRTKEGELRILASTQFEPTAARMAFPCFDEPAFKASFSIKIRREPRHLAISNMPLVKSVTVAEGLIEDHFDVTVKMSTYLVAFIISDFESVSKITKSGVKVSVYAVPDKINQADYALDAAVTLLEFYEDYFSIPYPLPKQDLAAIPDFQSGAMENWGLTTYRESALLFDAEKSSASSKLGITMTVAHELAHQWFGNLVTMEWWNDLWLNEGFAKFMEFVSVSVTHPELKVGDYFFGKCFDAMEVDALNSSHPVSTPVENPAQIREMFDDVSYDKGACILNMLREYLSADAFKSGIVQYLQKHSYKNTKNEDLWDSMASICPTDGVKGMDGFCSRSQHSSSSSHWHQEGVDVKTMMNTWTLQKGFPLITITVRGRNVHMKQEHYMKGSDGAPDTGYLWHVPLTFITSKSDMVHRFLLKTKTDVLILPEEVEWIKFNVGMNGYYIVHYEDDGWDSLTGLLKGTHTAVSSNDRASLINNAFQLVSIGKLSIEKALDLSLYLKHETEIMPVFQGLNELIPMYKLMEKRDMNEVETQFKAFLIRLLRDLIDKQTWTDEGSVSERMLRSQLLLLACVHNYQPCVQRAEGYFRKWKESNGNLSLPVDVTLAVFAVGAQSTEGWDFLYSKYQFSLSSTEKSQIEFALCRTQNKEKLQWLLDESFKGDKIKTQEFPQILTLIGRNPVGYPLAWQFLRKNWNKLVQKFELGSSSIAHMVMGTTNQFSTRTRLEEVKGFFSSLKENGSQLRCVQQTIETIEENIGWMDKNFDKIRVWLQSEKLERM
EWS-Fli block: inhibitors of EWS/Fli oncoprotein transcriptional activity; A673 NR0B1-luciferase reporter, viability-normalised; inhibition, % at 12.6 µM; 0.67% of 350,000 active;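 active means mean inhibition of at least 50% after viability correction, with every replicate also passing that limit; inconclusive means mean reaches 50% but only one of two replicates passes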;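 further: firefly luciferase signal divided by Alamar Blue viability fluorescence both relative to DMSO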
LGR2 antag: Drosophila LGR2 receptor signaling inhibition. inhibition, % at 9.99 µM. 0.35% of 380,000 active. HEK293 LGR2, CRE-luciferase, bursicon-stimulated, 4 h;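 active means drop in luminescence signal, shown as inhibition above about 50% in the replicate tests, limit read from the data, passing the limit was not always enough; inconclusive means probably only some replicates passing the limit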;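 further: agonist challenge used bursicon conditioned medium at about half maximal strength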
S100A4 MyoIIA: inhibitors of human S100A4 binding to myosin IIA peptide; inhibition, % at 10.7 µM; S100A4/TAMRA-MyoIIA peptide fluorescence polarization; AID 652163; 0.14% of 360,000 active; P26447;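 active means mean inhibition of at least 70% across replicates, with every replicate also reaching that level; inconclusive means mean inhibition reaches 70% but some replicates fall short; inactive means mean inhibition below 70%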
Target sequence (P26447 whole entry, looked up): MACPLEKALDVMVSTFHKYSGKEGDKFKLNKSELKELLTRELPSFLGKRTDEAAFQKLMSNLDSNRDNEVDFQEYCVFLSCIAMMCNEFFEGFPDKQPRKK
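assay system = human S100A4 monomer with TAMRA-labelled myosin IIA peptide | also added = labelled myosin peptide probe, 5 nM | incubation = 5 min between mix addition and reading | control set = DMSO and TFP controls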
PGC1a acetyl inh: lowers PGC1a acetylation signal in U2OS cells. AlphaScreen anti-acetyl-lysine; with virally co-expressed GCN5 acetyltransferase. 0.17% of 350,000 active. inhibition, % at 15.6 µM. AID 651687;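 active means every replicate shows inhibition of at least 40%; inconclusive means mean inhibition at least 40% but some replicate below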;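 further: 0% = neutral control wells and 100% = positive control wells; some results beyond the cut were filed as inactive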
FN deposition inh: fibronectin deposition inhibition; AH1F fibroblasts, Alexa488-fibronectin deposition fluorescence, overnight; inhibition, % at 12.6 µM; 0.086% of 350,000 active;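 active means mean inhibition across replicates of 30% or more, regardless of how many single replicates reach that level; inconclusive means mean under 30% yet at least half of replicates reach 30%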;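 further: positive control wells lacked labelled fibronectin entirely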
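Material – AH1F fibroblast monolayer, labelled fibronectin deposition · Reagent – labelled fibronectin 24 nM · Timing – 1 h adhesion, overnight exposure · Measured by – fluorescence at 485 nm excitation, 525 nm emission · Read-out – inhibition of fibronectin deposition signal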
PAX8 inh HTS: PAX8 transcriptional activity inhibition. RMG-I TPO-luciferase reporter, SteadyGlo, 24 h. 1.2% of 360,000 active. inhibition, % at 12.6 µM;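 active means mean replicate inhibition at least 60% with every replicate also reaching 60%; inconclusive means only one of the two criteria is met; inactive means mean below 60% and not all replicates reaching 60%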;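 further: luciferase light reporting Pax8 driven TPO promoter activity; plate controls were median of neutral control wells for no effect and mitoxantrone controls for full effect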
* hit, by the source's call; ? = inconclusive; / = not tested or not shown.

Results follow in this order: PglD inh, ERAP1 HTS inh, EWS-Fli block, LGR2 antag, S100A4 MyoIIA, PGC1a acetyl inh, FN deposition inh, PAX8 inh HTS
- CC(=O)N1c2ccc(S(=O)(=O)N3CCCC(C(=O)NCc4ccccc4Cl)C3)cc2CC1C (stereo unspecified)
 : 0, 2, /, -12, 0, -16, 4, 44
- Cn1c(SCC(=O)c2cc3ccccc3o2)nnc1-c1ccccc1
 : -3, 5, 0, 8, -1, 4, -3, 6
- O=C(CSc1nnc(CNC(=O)c2ccccc2F)o1)c1ccc(Cl)cc1
 : -6, /, /, /, /, 6, 4, 3
- CCn1c(COc2cccc(OC)c2)nnc1SCC(=O)N1CCOCC1
 : -7, /, /, -23, /, -7, 7, /
- C[C@H]1CN([C@@H](C)CO)C(=O)c2cc(-c3cccnc3)cnc2O[C@H]1CN(C)Cc1ccc(-c2ccccc2)cc1
 : -8, 0, -2, 1, 3, 3, /, /
- O=C(CCC1CCCC1)NNC(=O)c1ccccc1O
 : -3, 0, -8, 2, -1, /, 10, 19
- CC(O)(CS(=O)(=O)Cc1ccccc1)c1ccccc1Cl (stereo unspecified)
 : 6, 3, 7, 6, 2, 2, -8, 17
- Cc1ccc(-c2noc(=O)n2CC(=O)Nc2ccc(S(=O)(=O)NC3CC3)cc2)cc1
 : 3, -2, 1, -3, -2, -18, /, /
- Cc1ccc(S(=O)(=O)N[C@@H]2CC[C@@H](CCNC(=O)C3CCCCC3)O[C@@H]2CO)cc1
 : -1, -2, -4, -5, 6, 5, /, -6
- Cc1cc(C)c2c(n1)SCC(=O)N2CC(=O)NCCC1=CCCCC1
 : 0, /, 0, 0, -13, -11, -3, 3
- O=C(/C=C/c1ccc([N+](=O)[O-])cc1)OCc1cnc(-c2ccccc2)o1
 : /, 1, 0, /, -1, /, 2, 4
- Cc1cccc(N2CCN(S(=O)(=O)c3ccc4c(c3)NC(=O)CS4)CC2)c1C
 : 5, -4, /, 1, 47, -5, 0, -1
- COc1ccc(NC(=S)NC(=O)C2CCC2)cc1
 : 8, -8, -55, -30, -2, /, -4, /
- O=C(Nc1ccc(Cl)c(Cl)c1)N[C@H]1CC[C@H](CCNC(=O)c2ccc(F)cc2)O[C@@H]1CO
 : 3, 0, -11, -9, -14, 0, -24, 7
- O=C(OC1CCOC1=O)C1CCN(S(=O)(=O)c2ccccc2)CC1 (stereo unspecified)
 : 1, -3, 4, 3, -6, 8, 2, 4
- CCS(=O)(=O)N1CCC2(CC1)CN(S(=O)(=O)c1cccc(OC)c1)[C@H](CO)c1[nH]c3cc(OC)ccc3c12
 : /, -2, -2, 17, 5, -6, /, /
- CC(C)Cc1nnc(NC(=O)c2cc3c(s2)CCC3)s1
 : 5, 4, -48, /, 1, ?, -2, -78
- O[C@H]1C[C@H](c2ccccc2)N(CC2CCCCC2)C[C@@H]1n1cc(C2CC2)nn1
 : 2, /, -17, 18, 0, -3, /, -27
- CCOC(=O)/C(C#N)=C/N=c1ccc(C)cn1C
 : -6, 19, -67, -14, -2, 6, 3, -58
- C/C=C/c1ccc([C@H]2[C@H](CO)N3CCCCN(C(=O)Nc4ccc(F)cc4)C[C@@H]23)cc1
 : 2, 2, 3, -10, 0, -2, /, -1
- CS(=O)(=O)N1N=C(c2ccco2)CC1c1ccccc1 (stereo unspecified)
 : -4, 1, -10, -1, 3, /, 1, -5
- Cc1ccc(S(=O)(=O)N2CCC(C(=O)NCCCOC(C)C)CC2)cc1
 : -3, 1, 6, -17, -5, 1, /, /
- CCN1CCN(CC(=O)Nc2cc(S(=O)(=O)N3CCCCC3)ccc2Cl)CC1
 : -6, 4, 12, -1, -5, 1, -5, /
- COC(=O)CN1C(=O)COc2ccc(S(=O)(=O)NCc3ccc(Cl)cc3)cc21
 : /, 1, -2, -9, -1, -5, -3, -8
- CC1(C)CC2CC(C)(CN2S(=O)(=O)c2ccccc2[N+](=O)[O-])C1 (stereo unspecified)
 : 4, 5, 12, /, 2, -21, -15, -11
- C[C@H](CO)N1C[C@H](C)[C@@H](CN(C)Cc2cccc(C(=O)Nc3ccccc3N)c2)OCc2ccccc2-c2c(n(C)c3ccccc23)C1=O
 : /, 2, -5, -13, 12, 9, 8, 4
- CC(=O)c1nnn(-c2ccc([N+](=O)[O-])cc2)c1C
 : /, -2, -13, 10, -5, /, 4, -1
- Cc1cc(C(=O)NC2CCCc3c2cnn3-c2ccc(C(C)(C)C)cc2)nn1C (stereo unspecified)
 : -2, 1, 40, 1, -3, 15, /, 42
- COc1cccc(C(=O)NC2CCN(CC(=O)Nc3ccccc3Cl)CC2)c1
 : 7, -1, -9, 9, 8, -6, 1, 20
- CCNC(=O)Nc1ccc2c(c1)C(=O)N(C)[C@H]1CC[C@H](CC(=O)Nc3ccccc3)O[C@@H]1CO2
 : -1, 1, 3, -10, 11, -2, -8, 6
- COc1ccc(CC(=O)NC(C)CCc2ccccc2)cc1OC (stereo unspecified)
 : -2, 0, -2, -9, -1, 2, -1, 11
- CC(=O)NC(CC(=O)N1CCCC1)c1ccccc1 (stereo unspecified)
 : 4, -2, -4, 4, 2, -6, 5, -1
- C[C@H]1CN([C@@H](C)CO)C(=O)c2cc(C#Cc3ccccc3F)cnc2O[C@H]1CN(C)S(=O)(=O)c1ccccc1
 : /, -1, 19, 8, -15, 0, 4, 20
- CSc1cccc(N2CC(C(=O)N3CCN(S(=O)(=O)c4ccccc4Cl)CC3)CC2=O)c1 (stereo unspecified)
 : 0, 0, 14, -2, -4, 7, 4, 31
- Cc1[nH]c(=S)[nH]c(=O)c1Cc1c(O)ccc2ccccc12
 : /, 1, 10, -14, 1, -6, 6, 9
- COc1ccc(S(=O)(=O)N2CCN(C(=O)C3CC3)CC2)cc1Br
 : 42*, -1, 11, 19, -2, /, 4, 2
- COc1ccc(S(=O)(=O)NC2CC3CCC2C3)cc1 (stereo unspecified)
 : -3, -1, 5, 7, 0, -9, -2, 13
- COCC(=O)Nc1ccc2c(c1)OC[C@H](C)N(CC1CC1)C[C@@H](C)[C@H](OC)CN(C)C2=O
 : 2, /, -6, 15, -2, 3, -4, -9
- CCCCCNC(=O)c1[nH]c(C(F)(F)F)nc1-c1ccccc1
 : -5, -1, -3, -25, -2, -20, 5, 17
- Cc1ccc(S(=O)(=O)N(C)C[C@H]2Oc3ccc(NS(=O)(=O)c4ccc(F)cc4)cc3C(=O)N([C@H](C)CO)C[C@@H]2C)cc1
 : 3, /, 1, -6, /, 6, /, -31
- O=C1Cc2ccccc2C(=O)N1OCc1ccc(Cl)cc1
 : /, 0, 11, 26, -19, 10, -2, 35
- Cn1c(N=Nc2ccc(N3CCOCC3)cc2)[n+](C)c2ccccc21
 : -1, 4, -26, -35, -13, 3, 1, -19
- COc1ccc(CCNC(=O)CSC2=NS(=O)(=O)c3ccccc3N2)cc1OC
 : -2, -1, -1, -4, -8, 4, 4, 0
- COc1ccc(Cn2c(C)ccc2C)cc1
 : 4, /, /, /, /, -2, -12, -15
- CC(=O)CSc1nnc(-c2ccc(S(=O)(=O)N3CCCC3)cc2)n1C
 : 9, 4, 1, 1, -2, 1, 3, -4
- COc1ccc(OC)c(CNC(=O)CCSCc2ccc(F)cc2Cl)c1
 : 0, -4, 13, -9, 2, /, 7, 14
- COc1ccc(CCNS(=O)(=O)c2ccc3c(c2)NC(=O)C(C)S3)cc1OC (stereo unspecified)
 : -5, 4, 0, 9, -7, -4, 1, 11
- Cn1nc(C(=O)OCC(=O)NCc2ccc(Cl)cc2Cl)c2ccccc2c1=O
 : 3, -3, 2, 7, 9, -2, -2, -12
- Cc1ccc(Cl)cc1-c1cc(C(=O)NCc2cc(C(F)(F)F)cc(C(F)(F)F)c2)[nH]n1
 : -1, 0, -5, /, 1, -10, 7, 1
- O=C(CSc1ccccc1Cl)N1CCOCC1
 : 0, 0, -9, -2, 0, 2, -2, -21
- COCCCNC(=O)C1CCN(c2ncccn2)CC1
 : -6, -2, /, -1, -2, /, /, /
- C/C(=N\Nc1nc(C)cc(-c2ccccc2)n1)c1ccc(O)cc1
 : 5, 0, -18, 0, 10, -15, 2, -9
- O=c1[nH]c2cc3c(cc2cc1CN(Cc1cccnc1)C(=S)NCc1ccco1)OCO3
 : /, -2, 2, 5, -4, /, 5, -1
- CCC(=O)OCC(=O)Nc1cc([N+](=O)[O-])ccc1OC
 : /, -3, -4, 5, -8, 0, /, 6
- CCCCC(C)Sc1nc2c([nH]1)c(=S)n(C)c(=O)n2C (stereo unspecified)
 : 5, -3, 17, -8, 2, -1, 0, 12
- COC(=O)c1ccc(NC(=O)Cn2nc(C)c3ccccc3c2=O)cc1
 : -8, 0, 5, -1, -4, /, 2, 10
- Cn1cccc1Cc1nnc(SCC(=O)Nc2ccc(F)cc2)n1-c1ccc(F)cc1
 : 4, -3, -3, -14, 5, 7, 2, 0
- CCCC(=O)N1CCCC1(C)C(=O)Nc1ccc(C)c(C)c1 (stereo unspecified)
 : -1, 3, -1, -11, 4, 14, -2, -2
- Cc1ccccc1C(C(=O)NC1CCCCC1)N(C(=O)CNC(=O)c1ccco1)c1cccnc1 (stereo unspecified)
 : /, 0, 2, 6, 10, 3, 5, -10
- Cn1c(CNC(=O)c2cccs2)n[nH]c1=S
 : -6, 2, /, 1, 3, /, -3, -2
- O=C1CCCc2c1sc1nc3n(c(=O)c21)CCCCC3
 : 1, /, /, /, /, -5, 6, -130
- O=C(COc1ccc2ccc(=O)oc2c1)N1CCN(C(=O)C2COc3ccccc3O2)CC1 (stereo unspecified)
 : -2, -2, /, 0, 17, -5, 9, -3
- CCCCn1c(SCC(=O)Nc2cc(NC(=O)c3ccco3)ccc2C)nc2ccccc2c1=O
 : 4, /, /, /, /, -9, -11, 39

A second format for part of the listing above.
| SMILES | PglD inh | ERAP1 HTS inh | EWS-Fli block | LGR2 antag | S100A4 MyoIIA | PGC1a acetyl inh | FN deposition inh | PAX8 inh HTS |
| --- | --- | --- | --- | --- | --- | --- | --- | --- |
| COCC(=O)Nc1ccc2c(c1)OC[C@H](C)N(CC1CC1)C[C@@H](C)[C@H](OC)CN(C)C2=O | 2 | / | -6 | 15 | -2 | 3 | -4 | -9 |
| CCCCC(C)Sc1nc2c([nH]1)c(=S)n(C)c(=O)n2C (stereo unspecified) | 5 | -3 | 17 | -8 | 2 | -1 | 0 | 12 |
| CC(C)Cc1nnc(NC(=O)c2cc3c(s2)CCC3)s1 | 5 | 4 | -48 | / | 1 | ? | -2 | -78 |
| CCOC(=O)/C(C#N)=C/N=c1ccc(C)cn1C | -6 | 19 | -67 | -14 | -2 | 6 | 3 | -58 |

Bioassay records (PubChem BioAssay)
